Bioassay records as filed in PubChem.
ALOX12 inhib: blocks human 12-lipoxygenase activity; P18054; purified 12-hLO, xylenol orange hydroperoxide absorbance; Potency, µM (doses to about 57.1 µM), for inactives: at the top dose activity change, negative = inhibition, usual class: inhibitors; 0.12% of 150,000 active; AID 1452; note: potency is the fitted concentration of half-maximal effect; nearly all actives have a fitted effect of over 55% in size; many of its hits are not listed in these tables
Target sequence (P18054 whole entry, looked up): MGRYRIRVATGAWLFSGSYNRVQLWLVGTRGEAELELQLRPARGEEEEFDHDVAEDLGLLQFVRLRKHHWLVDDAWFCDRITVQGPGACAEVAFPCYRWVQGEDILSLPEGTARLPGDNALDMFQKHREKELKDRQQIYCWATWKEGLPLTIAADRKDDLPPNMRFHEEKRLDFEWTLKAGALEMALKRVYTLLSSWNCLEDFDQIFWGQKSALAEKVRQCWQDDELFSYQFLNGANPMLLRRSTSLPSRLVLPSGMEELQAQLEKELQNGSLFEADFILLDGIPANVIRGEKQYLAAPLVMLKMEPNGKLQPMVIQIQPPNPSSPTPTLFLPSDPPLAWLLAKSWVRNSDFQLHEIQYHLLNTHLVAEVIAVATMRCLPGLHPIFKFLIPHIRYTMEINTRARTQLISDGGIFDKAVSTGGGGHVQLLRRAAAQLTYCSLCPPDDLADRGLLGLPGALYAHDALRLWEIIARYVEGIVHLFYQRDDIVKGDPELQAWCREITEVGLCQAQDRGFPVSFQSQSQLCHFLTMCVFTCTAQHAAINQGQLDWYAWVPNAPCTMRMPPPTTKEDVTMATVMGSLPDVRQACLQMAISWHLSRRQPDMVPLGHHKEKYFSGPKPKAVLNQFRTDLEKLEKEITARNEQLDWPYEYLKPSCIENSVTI
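Xylenol orange chromogenic assay: hydroperoxide from 12hLO oxidises Fe(II), giving red-shifted Fe(III)-XO absorbance. Conditions: 150 nM enzyme, 40 uM arachidonic acid, 25 mM Hepes pH 7.0, 0.01% Triton X-100, 30 min, room temperature.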
PNC assembly inh: perinucleolar compartment assembly inhibition | 3.1% of 140,000 active | activity change (PNC), negative = inhibition, % at 10 µM | AID 2417 | PC3M PTB-GFP, PNC prevalence imaging, 16 h; hits give low values;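 active = readout at or below -70, meaning at least 70% loss of cells showing the perinucleolar compartment, a nuclear body marking cancer cells; inconclusive = readout between -30 and a set limit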;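 note: plate controls were DMSO wells for no effect and camptothecin positive control wells for full effect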
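PC3M cells stably expressing PTB-GFP, 750–1000 cells/well, treated 16 h at 37 °C with compound (23 nl of library stock), in duplicate. After paraformaldehyde fixation and Hoechst stain, imaged at 20x; PNC prevalence scored by image analysis.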
IMPase inh: membrane-permeable compound that blocks inositol monophosphatase; P97697; CHO-M1 cells, IP1 accumulation, HTRF TR-FRET ratio; inhibition (IP1 accumulation), % at 46.1 µM; 120,000 tested, under 10 active; active = well fitted curve in the direction sought with a large enough effect in the signal ratio, not every such curve was filed as active; inconclusive = small, poorly fitted or top-dose-only effect, or a change in a side signal; inactive = no such curve, though single readings can be large or run the other way; the % refers to the signal ratio;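 note: cells stimulated with carbachol in lithium chloride buffer; plate controls were DMSO basal wells for no effect and reference inhibitor wells for full effect; higher means more IMPase inhibition seen as more IP1 and lower FRET ratio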
Target sequence (P97697 whole entry, looked up): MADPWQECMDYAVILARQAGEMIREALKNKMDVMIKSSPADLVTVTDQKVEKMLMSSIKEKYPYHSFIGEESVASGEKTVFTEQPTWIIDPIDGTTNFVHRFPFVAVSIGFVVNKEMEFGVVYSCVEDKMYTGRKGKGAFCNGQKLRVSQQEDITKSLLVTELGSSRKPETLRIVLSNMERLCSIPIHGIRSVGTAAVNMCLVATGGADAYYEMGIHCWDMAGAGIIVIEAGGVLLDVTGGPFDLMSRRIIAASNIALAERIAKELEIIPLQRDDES
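The IP-One HTRF competitive assay in carbachol-stimulated CHO-M1 cells quantifies cellular IP1. Compounds spanned up to 46 uM final, and activity is expressed as AC50 from concentration-response fits of the ratio and donor data.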
ALOX15B inhib: 15-hLO-2 (ALOX15B) enzyme inhibition. AID 881. Potency, µM (top dose mostly 57.1 µM), without a hit: at the top dose activity change, negative = inhibition, hits mostly inhibitors. 0.56% of 110,000 active. purified 15hLO-2, xylenol orange hydroperoxide absorbance. O15296; note: potency is the fitted concentration of half-maximal effect; nearly all actives have a fitted effect of over 60% in size; many of its hits are not listed in these tables
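Enzyme 50 nM, AA 45 uM, 25 mM Hepes pH 7.5 + 0.01% Triton X-100; cpd preinc 15 min RT, rxn 90 min RT; stop/detect with 200 uM XO + 300 uM Fe(II) in 50 mM H2SO4, 30 min; A573/A405.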
* marks the source's active call; other numbers are inactive results; ? = inconclusive; nt = not tested or not shown; [ ] = remark or other dose. Unless noted, calls come from the whole dose curve; as a rule, active = well fitted curve in the direction sought with a large enough effect; inconclusive = small, poorly fitted or top-dose-only effect, or another doubt; inactive = no such curve, though single readings can be large; an effect the other way counts as inactive or inconclusive. Unless noted, % is set by controls: 0 for no effect and ±100 for the full control effect. This is a subset. The share of hits here may be higher or lower than overall.

SMILES	ALOX12 inhib	PNC assembly inh	IMPase inh	ALOX15B inhib
Cc1ccc(S(=O)(=O)N2CCOCC2)cc1NC(=O)Cn1cc(C(F)(F)F)cc(Cl)c1=O	-4%	34	nt	nt
CC1Cc2ccccc2N1C(=O)CCNS(=O)(=O)c1ccc2c(c1)CCC(=O)N2 (centres undefined)	-9%	9	-2	9%
Cc1ccc(NC(=S)N(CCN(C)C)Cc2cc3cc(C)cc(C)c3[nH]c2=O)cc1	0%	-116*	nt	nt
CCOC(=O)c1ccccc1NCN1C(=O)CSC1=O	11%	?	-11	2%
COc1ccc2c(Cl)c(-c3nnco3)sc2c1	3%	-9	-5	-11%
COCCNC(=O)COc1ccc(Nc2ccccc2)cc1	-6%	-17	9	-28%
O=C(NCc1ccco1)c1ccc(S(=O)(=O)N2CCCc3ccccc32)cc1	-19%	-20	10	-4%
CCOC(=O)Cc1nnc(NC(=O)c2ccccc2OCC)s1	-7%	-12	nt	nt
Cc1cccc(C)c1OCc1nnc(SCC(=O)Nc2cccc(C(=O)N3CCOCC3)c2)n1C	-1%	6	nt	nt
COC(=O)c1cc(Cl)c(NC(=O)c2ccco2)cc1OC	-8%	-6	13	7%
O=C(CC(C(=O)O)c1ccccc1)Nc1ccccc1 (centres undefined)	7%	1	nt	nt
CC(=O)Nc1ccc(N2CCN(C(C)=O)CC2)cc1	-7%	26	-4	-7%
Cc1cnc(NC(=O)C2CCCC2)s1	-7%	5	2	0%
O=C(O)c1cc2nc(-c3ccc(F)cc3)cc(C(F)(F)F)n2n1	-1%	36	-17	-1%
O=C(Cn1nc(C(F)(F)F)cc1C1CC1)NCc1ccccc1F	0%	-26	nt	nt
COC(=O)c1ccccc1NC(=O)CCc1ccccc1	1%	-4	nt	nt
O=c1[nH]nc(SCc2ccccc2)c(=O)[nH]1	-1%	5	nt	nt
COc1cc(C2c3c(n[nH]c3C)C(=O)N2c2ccc(C)cc2)ccc1O (centres undefined)	-5%	?	-10	1%
CCN(CC)C(=O)c1cc(C(C)(C)C)c(O)c(C(C)(C)C)c1	0%	?	nt	nt
COc1ccc(-c2cc(C(=O)OC3CCOC3=O)c3ccccc3n2)cc1OC (centres undefined)	-20%	-27	-3	-17%
Clc1ccccc1/C=N/c1cc(-c2ccccc2)nn1-c1ccccc1	1%	39	-1	1%
Cc1ccc(S(=O)(=O)n2ccc(-c3cccc(OCc4c(F)cccc4Cl)c3)n2)cc1	-6%	52	6	-4%
CCOC(=O)c1cc2ccc(OC(=O)c3ccco3)cc2oc1=O	0%	35	-27	-3%
Cc1ccc(-n2c(C)cc(C(=O)CSc3nncs3)c2C)cc1	-13%	?	11	-3%
COc1ccc(C)cc1NC(=O)C(=O)N/N=C(\C)CC(=O)Nc1cccnc1	-1%	?	nt	nt
Cc1cc(Nc2ccc(Br)cc2F)n2nc(C)nc2n1	2%	?	-6	nt
Cc1cc(C)n(-c2nc(SCC(=O)Nc3nccs3)c3c4c(sc3n2)COC(C)(C)C4)n1	3%	-26	5	22%
Cc1nc(N)sc1-c1csc(Nc2ccccn2)n1	-14%	9	3	17%
O=S(=O)(NCC(c1cccnc1)N1CCN(c2ccc(F)cc2)CC1)c1cccs1 (centres undefined)	4%	?	3	-1%
COC(=O)c1cc(C#N)c(N(C)Cc2ccccc2)nc1C	-2%	-4	7	1%
O=C(OCc1cc(=O)n2c(n1)sc1ccccc12)c1ccc(O)cc1	-4%	44	nt	nt
CN(C)c1oc(-c2ccc(OCc3ccc(Cl)cc3)cc2)nc1C#N	-1%	-17	-7	0%
CCn1c(CSc2nc(C)cc(C)n2)nnc1SCC(=O)Nc1ccccc1	0%	?	6	3%
Cc1ccc(NC(=O)NCCCc2ccccc2)cc1	-2%	7	4	8%
CC(C)=C1C2CCC1C1C(=O)N(NC(=O)c3ccco3)C(=O)C21 (centres undefined)	-2%	27	nt	nt
O=C(O)C(C(=O)/C=C/c1ccco1)=C1SCCS1	-22%	30	1	-27%
COc1ccc(C(=O)COC(=O)CN2C(=O)C3C4C=CC(C5CC45)C3C2=O)cc1 (centres undefined)	-1%	-12	nt	nt
CCNC(=S)NNC(=O)c1cccn(Cc2ccc(Cl)cc2)c1=O	-7%	-5	2	-17%
C/C(CC(=O)NC1CCCCCC1)=N\NC(=O)c1cnccn1	1%	33	nt	nt
O=C(NNS(=O)(=O)c1ccccc1)c1sccc1-n1cccc1	1%	-18	-5	1%
COc1ccccc1OCCCn1c(=O)sc2ccccc21	0%	-18	-3	-1%
CC(C)OC(=O)c1c(NC(=O)Cn2cnc([N+](=O)[O-])n2)sc2c1CCCC2	0%	?	2	-4%
O=C(CCS(=O)(=O)c1ccc(Br)s1)NC1CCCCCC1	7%	10	-1	-3%
COc1ccc(Cl)cc1N(CC(=O)NC(C)(C)C)S(=O)(=O)c1ccc(C)c([N+](=O)[O-])c1	-5%	35	nt	nt
O=C(c1ccc(F)cc1)c1cn(Cc2ccc(F)cc2)c2cc3c(cc2c1=O)OCCO3	-1%	64	nt	nt
O=C(COC(=O)c1cc(S(=O)(=O)N2CCc3ccccc3C2)ccc1Cl)NCc1ccco1	1%	-28	6	-12%
O=C(Nc1ccc(N=Nc2ccccc2)cc1)c1ccccc1Cl	-2%	8	8	nt
Cc1nc(NC(C)(C)CO)c([N+](=O)[O-])cc1[N+](=O)[O-]	-1%	-119*	nt	nt
CCOC(=O)c1cnc(-c2ccccc2)[nH]c1=O	-2%	47	?	-3%
c1ccc2c(c1)ccc1nnc(-c3ccc4c(c3)OCO4)n12	1%	-9	-3	1%

Additional results
SMILES	ALOX12 inhib	PNC assembly inh	IMPase inh	ALOX15B inhib
CCCCCC/C=C1\CC(C(=O)OCC)Oc2ccccc21 (centres undefined) (tested in a mixture with another compound)	-4%[0.00818 µM]	nt	nt	20%[0.0915 µM]
Cc1c(C(Nc2ccccn2)c2ccc(Cl)cc2)c(=O)n(-c2ccccc2)n1C (centres undefined)	-16%	17	1	30%[activator]
COCCN(CCOC)c1nc(C)nc2c1nc(-c1ccccc1)n2CCN1CCCC1	-2%	nt	nt	23%
Nc1c(C(=O)c2ccc(F)cc2)oc2ccccc12	-3%	221	-1	nt
CCOC(=O)c1cc(-c2ccccc2)sc1NC(=O)C(C)(C)C	3%	21	?	4%
CCCc1nc(N)sc1C(=O)OCC	2%	132	5	-1%
C=CCSC1=C(C#N)C(c2ccccc2OCC)C(C#N)C(=O)N1 (centres undefined)	-17%	34	0	0%
Cc1ccc(NC(NC(=O)c2ccccc2[N+](=O)[O-])C(Cl)(Cl)Cl)cc1 (centres undefined)	0%	-8	nt	nt
Fc1ccc(NC(=S)Nc2ccc(F)c(Cl)c2)cc1Cl	-29%	-22	0	?
CCOc1ccc(N=c2cc(-c3ccc(OC)cc3)oc3ccccc23)cc1	-2%	-28	-1	nt
CSc1cccc(NC(=O)C2CCCN2S(=O)(=O)c2ccc3c(c2)CCC(=O)N3)c1 (centres undefined)	-3%	?	7	-3%
CCc1ccc(NC(=O)CSc2nnc(CC)c(CC)n2)cc1	5%	27	13	-1%
COc1ccc(C)cc1S(=O)(=O)N1CCCCC1	-5%	?	0	nt
O=S(=O)(Nc1cccnc1Cl)c1ccc2c(c1)OCCO2	6%	?	12	0%
COC(=O)C1(C#N)C(c2ccccc2)C1(C(=O)OC)C(=O)OC (centres undefined)	6%	-15	5	-1%
Cc1cc(NCC(C)C)n2ncnc2n1	1%	?	-2	4%
CCOCCNC(=O)c1ccc2c3c(cccc13)CC2	9%	4	-1	4%
c1ccc2c(c1)oc1c(Nc3ccc4c(c3)OCCO4)ncnc12	5%	20	-3	1%
CNC1=CN=C(c2ccccc2)c2cc(Cl)ccc2N1	-1%[0.00818 µM]	nt	nt	15%[0.0915 µM]
Cc1nnc(NC(=O)CSc2nnc(-c3ccc(S(=O)(=O)N4CCCC4)cc3)n2C)s1	2%	47	8	nt

Of the compounds above, these contain bromine:
SMILES	ALOX12 inhib	PNC assembly inh	IMPase inh	ALOX15B inhib
Cc1cc(Nc2ccc(Br)cc2F)n2nc(C)nc2n1	2%	?	-6	nt
O=C(CCS(=O)(=O)c1ccc(Br)s1)NC1CCCCCC1	7%	10	-1	-3%

An excerpt from above, limited to ALOX12 inhib and ALOX15B inhib:
canonical_smiles,ALOX12 inhib,ALOX15B inhib
CCc1ccc(NC(=O)CSc2nnc(CC)c(CC)n2)cc1,5%,-1%
COc1ccc(C)cc1S(=O)(=O)N1CCCCC1,-5%,nt

(next part)
SMILES	ALOX12 inhib	PNC assembly inh	IMPase inh	ALOX15B inhib
CCN(CC)C(=O)CSc1nnc(-c2ccc(S(=O)(=O)N3CCCC3)cc2)o1	9%	?	-2	-3%
CC(C)(C=O)C1=CC(=O)c2ccccc2C1=O	-21%	-22	?	nt
COc1ccc(Cn2cnc3c(NS(C)(=O)=O)c(C)c(C)cc32)cc1	2%	-24	2[1.84 µM]	6%[11.4 µM]
CCC1Oc2nc(SC)nnc2-c2ccccc2N1C(=O)c1ccccc1 (centres undefined)	-9%	1	-10	-13%
O=C(c1ccco1)N1CCN(C(=O)C2CCCc3c2[nH]c2ccc(Cl)cc32)CC1 (centres undefined)	-9%	-14	7	1%
CCC(Oc1ccccc1)C(=O)Nc1ccsc1C(=O)OC (centres undefined)	-7%	14	nt	nt
O=C(COC(=O)c1ccc(Cl)c(Cl)c1)Nc1cccnc1Cl	-1%	16	nt	nt
Cc1nc2cc(C(=O)OCC(=O)NC(C)C(C)C)ccc2n1-c1ccccc1 (centres undefined)	-1%	45	nt	nt
CC#CCCCC(=O)Nc1cccc(C(=O)O)c1	4%	93	6	nt
O=C(c1cn(-c2ccccc2)nc1-c1ccc(Cl)cc1)N1CCOCC1	-1%	18	nt	nt
COc1ccccc1CC(NC(C)=O)C(=O)N1CCN(C(=O)Nc2ccccc2Cl)CC1 (centres undefined)	-1%	26	4	8%
COC(=O)C1(C(=O)OC)NOC2C(=O)N(c3ccccc3)C(=O)C21 (centres undefined)	1%	?	-2[1.84 µM]	-14%[11.4 µM]
Cc1ccc(Nc2nc(N)nc(CSC(=S)N3CCOCC3)n2)cc1	1%	-22	3	-1%
O=C(C1CN(S(=O)(=O)c2ccccc2)CCN1S(=O)(=O)c1ccccc1)N1CCCCCC1 (centres undefined)	-1%	15	1	4%
CC(=O)Nc1cccc(/C(C)=N\NC(=O)c2ccc(Cn3nc([N+](=O)[O-])c(Cl)c3C)o2)c1	-2%	-12	nt	nt
C=CC[C@H]1CC(Cc2ccccc2)=C[C@H](CC=C)N1	5%	-81*	nt	nt
COc1ccccc1C(=O)n1nc(-c2ccccc2)nc1N	-3%	?	21	5%[2.29 µM]
COc1ccc(NC(=O)c2ccc(-n3nc(C)c[n+]3[O-])cc2)cc1	3%	?	-11	-2%
OC(COCc1cccs1)CN1CCN(c2ccccc2Cl)CC1 (centres undefined)	3%	-15	5	nt
CCOC(=O)c1cc(CC)sc1NC(=O)CCC(=O)O	-2%	?	2	-6%
O=S(=O)(Nc1ccc2c(c1)OCO2)c1ccccc1	1%	38	-2	-17%
CC(=O)Oc1ccc(NC(=O)CCC2CCCCC2)c(C(=O)O)c1	-3%	55	-7	nt
COc1ccc(Cc2nc(-c3ccccn3)no2)cc1	-4%	10	3	-2%
CCOC(=O)c1ccc(NC(=O)c2nn(C)cc2Br)cc1	-1%	30	2	6%
CCN(CC)S(=O)(=O)c1ccc2c(c1)nc(CCC(=O)Nc1ccc3c(c1)OCO3)n2CC	-3%	12	nt	nt
Cc1cccc([C@H]2[C@@H]3C=CCC[C@@]3(C)C(=O)N2Cc2ccccc2)c1	-2%[0.00818 µM]	nt	nt	3%[0.0915 µM]
